Bioassay records as filed in PubChem BioAssay.
FBW7 act: human FBW7 E3 ligase activation, primary screen | normalized activity (activation), % at 26.1 µM | AID 1259310 | 0.13% of 650,000 active | AlphaScreen FBW7–phospho-cyclin E peptide binding, activator screen | Q969H0; in the data active means normalized activity above about 1.9%;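 further: purified mutant Fbw7 with reduced substrate affinity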
MITF inh: inhibitors of human MITF | 0.91% of 650,000 active | inhibition, % at 2.6 µM | O75030 | AlphaScreen MITF homodimerization, bead proximity signal | AID 1259374; in the data active means inhibition above about 50%;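 further: 0% = vehicle wells with protein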
Target sequence (O75030 whole entry, looked up): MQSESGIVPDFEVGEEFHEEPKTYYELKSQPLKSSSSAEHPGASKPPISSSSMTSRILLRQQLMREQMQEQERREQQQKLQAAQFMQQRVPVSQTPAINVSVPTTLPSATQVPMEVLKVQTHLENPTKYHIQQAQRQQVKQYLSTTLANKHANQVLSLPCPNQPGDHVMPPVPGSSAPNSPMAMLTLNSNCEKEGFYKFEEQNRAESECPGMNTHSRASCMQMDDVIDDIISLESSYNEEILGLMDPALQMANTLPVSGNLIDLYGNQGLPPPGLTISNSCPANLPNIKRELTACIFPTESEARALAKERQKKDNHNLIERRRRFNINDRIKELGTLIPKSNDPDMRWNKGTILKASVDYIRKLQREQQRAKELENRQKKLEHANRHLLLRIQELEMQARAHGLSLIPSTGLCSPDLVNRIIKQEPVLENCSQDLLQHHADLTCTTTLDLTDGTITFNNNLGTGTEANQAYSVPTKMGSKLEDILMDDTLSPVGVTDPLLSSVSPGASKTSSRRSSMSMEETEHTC
TEAD-YAP block: TEAD-YAP interaction inhibition. 1.4% of 640,000 active. inhibition, % at 9.12 µM. HEK-TIYL cells, TEAD-Gal4/YAP UAS-luciferase luminescence; in the data active means inhibition above about 32%;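 further: 0% = median of test compound wells and 100% = reference inhibitor wells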
GPR151 ag: human GPR151 activation; PathHunter beta-arrestin GPR151 cells, luminescence; 1% of 650,000 active; activation, % at 11.2 µM; in the data active means activation above about 4.9%;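 further: 0% = median of compound wells and 100% = cells with positive control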
Target sequence (Q8TDV0 whole entry, looked up): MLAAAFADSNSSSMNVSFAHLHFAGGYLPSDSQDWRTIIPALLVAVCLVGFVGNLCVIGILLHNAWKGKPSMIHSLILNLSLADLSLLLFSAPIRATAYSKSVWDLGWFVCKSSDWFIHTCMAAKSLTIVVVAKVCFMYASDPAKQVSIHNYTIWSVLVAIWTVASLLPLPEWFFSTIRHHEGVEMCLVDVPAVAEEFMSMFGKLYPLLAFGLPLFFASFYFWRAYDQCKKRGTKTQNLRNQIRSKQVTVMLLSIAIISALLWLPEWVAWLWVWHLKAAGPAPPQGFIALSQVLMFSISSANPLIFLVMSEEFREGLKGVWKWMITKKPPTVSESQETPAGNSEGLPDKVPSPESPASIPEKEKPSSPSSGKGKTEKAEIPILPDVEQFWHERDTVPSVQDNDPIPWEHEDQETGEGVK
Starred values were filed as active, the others as inactive; & = joins results of further samples.

smiles	TEAD-YAP block	GPR151 ag	MITF inh	FBW7 act
Cn1c(=O)cc(OCCCC(=O)NCc2cccnc2)c2ccccc21	5	-0.3	9	0.1
Cc1cccc(C(=O)Nc2ccc(C)cc2[N+](=O)[O-])c1	-11	1.1	8	-0.1
CC(=O)C1=C(O)C(=O)N(Cc2ccccc2)C1c1ccccc1F (stereo unspecified)	12	-0.9	4	0.1
COc1cc(NC(=O)c2sc3ncn(CC(=O)N4CCOCC4)c(=O)c3c2C)cc(OC)c1OC	1	1.0	5	-0.1
Cc1c(F)cccc1NC(=O)COc1ccc(Cl)cc1	-14	-0.3	13	0.1
COc1ccc(N2CC(c3nc(-c4cccc(C)c4)no3)CC2=O)c(OC)c1 (stereo unspecified)	13	0.8	-1	0.3
Cc1nn(-c2ccccc2)c2c1C(c1cccc(Cl)c1)C(C#N)=C(N)O2 (stereo unspecified)	0	0.7	-2	-0.4
O=C1CC(c2ccccc2OCc2ccccc2)C2=C(CCCC2=O)N1 (stereo unspecified)	31	0.7	-7	0.2

smiles	TEAD-YAP block	GPR151 ag	MITF inh	FBW7 act
Cc1cccc(NC(=O)/C=N\Nc2ccccc2Cl)c1N1CCC2(CC1)OCCO2	-1	-0.6	-7	-0.1
Cc1cc(C)n(CCCN2C(=O)c3cccc4cccc(c34)C2=O)n1	-13	-0.5	-9	-0.1
COc1ccc(/C=N/NC(=O)c2ccncc2)cc1I	-6	0.1	4	0.0
O=C(c1cccc(F)c1)N1CCN(C2c3ccccc3-c3ccccc32)CC1	2	0.4	-8	-0.2
O=C(CSc1nnc(CNC(=O)c2c(F)cccc2F)o1)Nc1ccc2c(c1)OCO2	-3	0.6	4	-0.1
Cc1ccc(NC(=O)C(=O)O)cc1Cl	6	2.5	8	0.1
NN1C(=O)c2cccc3c(C(=O)c4ccccc4)ccc(c23)C1=O	9	-0.5	11	-0.1
c1ccc2c3c([nH]c2c1)C1C2CCC(C4CCCNC42)N1CC3 (stereo unspecified)	14	-0.5&-0.7	6&-11	-0.3&-0.1

smiles	TEAD-YAP block	GPR151 ag	MITF inh	FBW7 act
Cc1ccc(CSc2nc3ccccc3c(=O)n2NC(=O)c2cccs2)cc1	2	0.4	0	0.2
COC(=O)c1ccc(C(=O)OC)c(NC(=O)CSc2nnc(-c3ccco3)o2)c1	-4	2.8	-6	0.4
O=C(NC(=S)Nc1ccc2oc(-c3cccc(F)c3)nc2c1)c1cc2ccccc2o1	1	0.1	-8	0.1
CCCc1nnc2sc(NC(=O)c3cccs3)nn12	-1	2.9	2	0.0
Cc1c(C(=O)NCCN(C)c2cccc(Cl)c2)sc2ncnc(N3CCOCC3)c12	9	-0.9	8	0.1
COCCN1C(=O)c2ccccc2C(C(=O)Nc2ccc(OC)c(Cl)c2)C1c1ccc(F)cc1 (stereo unspecified)	-6	-0.5	4	-0.3
O=C(c1cn(-c2ccc(F)cc2F)c(=O)c2ccccc12)N1CCN(c2ccccc2)CC1	7	-1.0	1	-0.1
O=C(c1cc2ccccc2cc1O)N1CCCCC1	-2	-1.0	3	-0.1

smiles	TEAD-YAP block	GPR151 ag	MITF inh	FBW7 act
c1cncc(CCNc2ccnc3c(-c4ccc5ccccc5c4)cnn23)c1	59*	-0.2	-8	0.0
CCOC(=O)CN(C)C(=O)CC1(c2cccc(OC)c2)CC(=O)N(C)C1=O (stereo unspecified)	-9	0.5	-6	-0.1
CC(C)NC(=O)c1cnn(-c2ccccc2)c1NC(=O)c1ccccc1Cl	7	0.0	9	0.2
O=C(Cc1ccccc1)NCc1nnc2n1CCN(Cc1ccccc1Cl)CC2	0	-0.7	-15	-0.3
NC(=O)c1cccc(-c2cnc3ccc(NCc4ccc(F)cc4)nn23)c1	1	-0.9	-13	-0.2
O=C(NNC(=S)NC1CCCCC1)c1ccccc1Cl	-12	-0.3	1	-0.3
CCCCc1ccc(C(=O)Oc2ccc(C#N)cc2)cc1	1	4.0	-1	-0.1
COc1cc(CNc2nccs2)ccc1OCC(=O)N1CCOCC1	5	1.4	5	0.1

smiles	TEAD-YAP block	GPR151 ag	MITF inh	FBW7 act
COc1nc(NCCCN2CCCC2=O)nc(-c2ccc(N3CCOCC3)nc2)n1	0	-1.4	1	-0.1
O=C1CC(NS(=O)(=O)c2ccc(Cl)cc2)CN1c1ccc(Cl)cc1 (stereo unspecified)	9	0.0	16	0.2
CCc1ccc(NC(=O)Cn2cc3c(n2)CCC(C)C3)cc1 (stereo unspecified)	5	-0.2	13	0.0
Cn1c(=O)oc2cc(S(=O)(=O)NCCN3CCN(c4ccccc4)CC3)ccc21	-6	2.0	0	-0.1
COc1cc(C2C(C#N)=C(N)Oc3n[nH]c(C)c32)ccc1OCC(N)=O (stereo unspecified)	0	0.4	4	0.0
CCn1nnnc1SCC(=O)Nc1ccc(Br)cc1	-8	-0.9	4	0.0
CCCCCOC(=O)C1=C(C)NC2=C(C(=O)CC(C)(C)C2)C1c1cccc(Cl)c1Cl (stereo unspecified)	7	-1.0	1	0.5
CCc1c(C(=O)N/N=C/c2cccs2)nnn1-c1nonc1N	-23	-0.1	-2	0.6

smiles	TEAD-YAP block	GPR151 ag	MITF inh	FBW7 act
O=C(NC(c1ccccc1)c1ccccc1)C1CCCc2c1[nH]c1ccc(Cl)cc21 (stereo unspecified)	-7	0.0	-6	-0.1
CC(C(=O)NC1CCCC1)N(Cc1ccccc1F)C(=O)c1snc(C(N)=O)c1N (stereo unspecified)	5	-1.5	11	0.2
CC(=O)/C(N=Nc1ccccc1)=C(/O)c1ccccc1	3	0.1	-22	-0.4
O=C1NC(=O)C2C1ON(c1ccc(Cl)cc1)C2c1ccc([N+](=O)[O-])cc1 (stereo unspecified)	2	-0.6	-7	0.0
COc1ccc(CN2CCNC(=O)C2CC(=O)N(C)CCN2CCOCC2)c(OC)c1 (stereo unspecified)	2	-0.2	-4	-0.1
Cn1c(=O)[nH]c(=O)c2c1nc(N1CCCC1)n2CCCSc1nc2ccccc2o1	-3	-0.4	0	-0.3
COc1ccccc1-c1c(C)nn2c(C)cc(C)nc12	3	-0.9	21	0.3
O=C(CNC(=O)c1ccccc1Br)N/N=C/c1ccc(O)c([N+](=O)[O-])c1	4	-0.8	3	-0.1

smiles	TEAD-YAP block	GPR151 ag	MITF inh	FBW7 act
CCCC1(C2CCN(C(=O)c3ccccc3)CC2)NC(=O)N(CCC2CCCN2C)C1=O (stereo unspecified)	-6	0.0	-8	0.0
CC(=O)Oc1ccc(-c2csc(NCc3ccco3)n2)cc1	-45	-0.6	-4	-0.1
O=C(CSc1nnc(CNc2ccc(F)cc2)o1)c1ccccc1F	-37	0.9	1	-0.3
Cc1cc(Br)ccc1N1C(=O)C2C3C=CC(C3)C2C1=O (stereo unspecified)	4	-0.6	9	0.1
O=C(Oc1cccc2ccccc12)N1CCN2C(=O)[C@@H]3CSCN3C(=O)[C@H]2C1	35*	0.5	-16	0.0
O=C(NCCO)c1cccc(-c2ccc3c(-c4ccccc4)[nH]nc3n2)c1	3	-1.9	-15	-0.3
COCC(=O)OCC(=O)Nc1ccc(C(C)=O)cc1	-7	0.1	-2	-0.2
COc1cc(NC(=O)c2cc(N3CCN(Cc4ccc5c(c4)OCO5)CC3)nc3ccccc23)cc(OC)c1OC	-3	2.0	0	-0.1

smiles	TEAD-YAP block	GPR151 ag	MITF inh	FBW7 act
COc1ccc(-c2cc(C(F)(F)F)n3nc(C(=O)Nc4ccc(OC)c(OC)c4)cc3n2)cc1	9	0.2	7	0.2
CCOC(=O)c1sc2nc(CC(=O)OC)nc(N3CCCC3)c2c1C	-9	-0.9	7	0.3
Cc1cs/c(=N\N=C\c2ccc(O)cc2)n1Cc1ccco1	-24	-2.1	13	0.0
CC(C)N(C(=O)COC(=O)c1ccc(I)cc1)C(C)C	-11	-0.6	-5	-0.1
CN1CCc2cc(C(CNC(=O)Nc3ccc4c(c3)OCO4)N3CCCC3)ccc21 (stereo unspecified)	-53	-1.9	1	-0.4
COc1ccc(C(=O)OCC(=O)N(Cc2ccccc2)C(C)(C)C)cc1[N+](=O)[O-]	0	1.3	-9	-0.1
O=C(c1ccco1)N1CCN(c2ccc3cccc(OCc4ccc(F)cc4)c3n2)CC1	-4	0.1	24	0.0
O=C(N/N=C/c1cccs1)c1cc(Cl)ccc1O	-34	-2.6	5	-0.1

smiles	TEAD-YAP block	GPR151 ag	MITF inh	FBW7 act
O=C(c1cnc2ccc(Cl)cc2c1Cl)N1CCOCC1	4	0.2	-8	-0.3
CC1(O)N(c2ccc(Cl)cc2)C(=O)OC12CCCCC2 (stereo unspecified)	-4	0.4	-12	-0.1
Cc1ccc(S(=O)(=O)Nc2ccc3c(c2)c2c(n3S(=O)(=O)c3ccc(C)cc3)CCC2)cc1	-12	0.4	-16	0.0
COC(=O)Nc1sc(C)c(C)c1C(=O)NCc1cccnc1	-1	-0.3	9	0.2
c1ccc2c(c1)nc(N1CCCC1)c1nnnn12	-3	-0.2	16	0.4
CCOC(=O)C1=CN(Cc2ccc(OC)c(OC)c2)C=C(C(=O)OCC)C1c1cc(Cl)c(O)c(OC)c1	5	-0.5	-21	-0.1
COc1ccc(C2=CC(c3ccccc3)C(C(=O)C(C)(C)C)C(C(C)(C)C)=C2)cc1 (stereo unspecified)	0	-0.2	3	0.3
CC(=O)NCC(=O)N(C)C(C(=O)Nc1ccc2c(c1)OCO2)c1ccccc1 (stereo unspecified)	0	-2.7	8	0.6

smiles	TEAD-YAP block	GPR151 ag	MITF inh	FBW7 act
O=C(NCCc1ccccn1)C1CC12CCN(C(=O)c1cccc(Cl)c1F)CC2 (stereo unspecified)	0	-0.1	12	-0.1
Nc1c2c(nc3ccn(-c4ccccc4)c(=O)c13)CCCCC2	-31	0.7	0	0.0
CSc1ncccc1C(=O)OC(C)C(=O)NC(=O)NC1CCCCC1 (stereo unspecified)	-2	-1.7	-10	0.0
Cc1cc(C)c(S(=O)(=O)N2CCC(C(=O)OCc3c(C)noc3C)CC2)c(C)c1	6	-1.7	5	0.0
O=C(CC(CC(=O)c1ccccc1)C(=O)O)c1ccccc1	-14	1.2	1	-0.1
Cc1nn(C)c(C)c1C(C)N(C)Cc1ccc(C(=O)NCc2ccccc2Cl)c(=O)[nH]1 (stereo unspecified)	-5	-0.8	3	0.1
COC(=O)c1cc(NC(=O)Cc2ccccc2[N+](=O)[O-])cc(C(=O)OC)c1	-4	0.0	0	0.0
COc1cccc(C2=N/C(=C\c3cccc([N+](=O)[O-])c3)C(=O)O2)c1	-7	1.4	4	0.1

smiles	TEAD-YAP block	GPR151 ag	MITF inh	FBW7 act
CC(C)N1CCN(Cc2ccc(OCc3ccccc3)cc2)CC1CCO (stereo unspecified)	-3	-1.1	9	0.0
CCCCSc1nnc(-c2ccc(OC)cc2)o1	-22	-1.1	-15	0.7
Cc1ccc(C)c(NC(=O)CSc2nnnn2-c2ccccc2)c1	5	4.0	9	0.0
CCOC(=O)c1cnc2c(C)cc(C)cc2c1Nc1ccc(Cl)cc1	-4	1.6	25	1.0

By substructure: those above containing fluorine
smiles	TEAD-YAP block	GPR151 ag	MITF inh	FBW7 act
CC(=O)C1=C(O)C(=O)N(Cc2ccccc2)C1c1ccccc1F (stereo unspecified)	12	-0.9	4	0.1
Cc1c(F)cccc1NC(=O)COc1ccc(Cl)cc1	-14	-0.3	13	0.1
O=C(c1cccc(F)c1)N1CCN(C2c3ccccc3-c3ccccc32)CC1	2	0.4	-8	-0.2
O=C(CSc1nnc(CNC(=O)c2c(F)cccc2F)o1)Nc1ccc2c(c1)OCO2	-3	0.6	4	-0.1
O=C(NC(=S)Nc1ccc2oc(-c3cccc(F)c3)nc2c1)c1cc2ccccc2o1	1	0.1	-8	0.1
COCCN1C(=O)c2ccccc2C(C(=O)Nc2ccc(OC)c(Cl)c2)C1c1ccc(F)cc1 (stereo unspecified)	-6	-0.5	4	-0.3
O=C(c1cn(-c2ccc(F)cc2F)c(=O)c2ccccc12)N1CCN(c2ccccc2)CC1	7	-1.0	1	-0.1
NC(=O)c1cccc(-c2cnc3ccc(NCc4ccc(F)cc4)nn23)c1	1	-0.9	-13	-0.2
CC(C(=O)NC1CCCC1)N(Cc1ccccc1F)C(=O)c1snc(C(N)=O)c1N (stereo unspecified)	5	-1.5	11	0.2
O=C(CSc1nnc(CNc2ccc(F)cc2)o1)c1ccccc1F	-37	0.9	1	-0.3
COc1ccc(-c2cc(C(F)(F)F)n3nc(C(=O)Nc4ccc(OC)c(OC)c4)cc3n2)cc1	9	0.2	7	0.2
O=C(c1ccco1)N1CCN(c2ccc3cccc(OCc4ccc(F)cc4)c3n2)CC1	-4	0.1	24	0.0
O=C(NCCc1ccccn1)C1CC12CCN(C(=O)c1cccc(Cl)c1F)CC2 (stereo unspecified)	0	-0.1	12	-0.1
